# Screening results from PubChem BioAssay.
# PKM2 activator – qHTS Assay for Activators of Human Muscle isoform 2 Pyruvate Kinase. Pyruvate kinase PKM (Homo sapiens), P14618. purified PKM2, Kinase-Glo ATP luminescence, activation; response scale: 0% is enzyme alone, no compound. Potency, µM (top dose mostly 57.5 µM), without a hit: at the top dose activation, usual class: activators. actives 0.34% (n = 260,000). AID 1631, 2009; note: potency is the fitted concentration of half-maximal effect; % is set by controls: 0 for no effect and ±100 for the full control effect; nearly all actives have a fitted effect of over 55% in size
#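 Purified hPK-M2 (>95% pure) converted ADP (0.1 mM final) to ATP with 0.5 mM PEP in 50 mM imidazole pH7.2, KCl, MgCl2, Tween 20, BSA; 1 h at room temperature. ATP detected by Kinase-Glo luminescence.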
# GALK inhibitor – qHTS Assay for Inhibitors of Human Galactokinase (GALK); Purified GALK, Kinase-Glo residual ATP luminescence; Potency, µM (doses to about 57.5 µM), inactives show at the highest dose activity change, negative = inhibition, usual class: inhibitors; actives 0.007% (n = 270,000); note: potency is the fitted concentration of half-maximal effect; % is set by controls: 0 for no effect and ±100 for the full control effect
#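 Human GALK (5 nM) with 35 uM ATP and 100 uM galactose in 20 mM HEPES pH 8.0, 5 mM MgCl2, 60 mM NaCl, 1 mM DTT, 0.01% BSA. After 1 h at room temperature, leftover ATP was read by Kinase-Glo Plus luminescence.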
# Chronic BCR inh – qHTS Assay to Find Inhibitors of Chronic Active B-Cell Receptor Signaling. Potency, µM (doses to about 46.1 µM), for inactives: at the highest dose ratio change, negative = lower green/red ratio, most hits filed as inhibitors. ABC-DLBCL IkBa-CBG/CBR reporter, luminescence ratio, 4 h. actives 0.05% (n = 340,000); active = well fitted inhibition curve with a large enough effect in the signal ratio, with a control signal flat, not every such curve was filed as active; inconclusive = small, poorly fitted or top-dose-only effect, or effect the other way, or a change in a side signal; the % refers to the signal ratio;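 note: potency is the fitted concentration of half-maximal effect; plate controls were basal doxycycline-induced cells for no effect and cells given 10 µM MG132 for full effect; MG132 reads +100%, hits lower the ratio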
#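 Compounds up to 46 uM were incubated four hours with TMD8 cells whose green CBG68 luciferase is fused to IkappaBalpha; red CBR luminescence normalised the signal, and concentration-effect curves were fitted to fusion, red and ratio data.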
# B2AR arrestin – qHTS assay of beta-arrestin-biased ligands of beta2-adrenergic receptor; actives 0.02% (n = 330,000); Potency, µM (highest dose often 46.1 µM), for inactives: at the top dose activation, usual class: activators; Beta-2 adrenergic receptor (Homo sapiens), P07550; beta-arrestin recruitment to beta2AR, cell-based reporter;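 note: potency is the fitted concentration of half-maximal effect; 0% = DMSO controls and full agonism = EC100 isoproterenol or metaproterenol; nearly all actives have a fitted effect of over 65% in size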
# Tb PFK inh – qHTS Assay to Find Inhibitors of T. brucei phosphofructokinase; ATP-dependent 6-phosphofructokinase (Trypanosoma brucei brucei), O15648; T. brucei PFK, ADP-Glo luminescence; Potency, µM (top dose mostly 57.5 µM), without a hit: top-dose activity, negative = inhibition, actives largely listed as inhibitors; actives 0.17% (n = 330,000); AID 485367, 2010;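 note: potency is the fitted concentration of half-maximal effect; 0% = uninhibited 1x PFK enzyme wells and -100% = no-enzyme wells; nearly all actives have a fitted effect of over 60% in size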
#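 PFK 1.25 nM, F6P 0.5 mM, ATP 0.1 mM, 0.1 M TEA pH 8.0, 5 mM MgCl2, 0.01% Tween20, 0.1% BSA; 45 min RT. ADP-Glo readout. qHTS titration up to 57 uM; curves fitted, compounds curve-classed.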
# PTAP TSG101 blk – qHTS Assay for Iinhibitors of HIV-1 Budding by Blocking the Interaction of PTAP/TSG101. Potency, µM (top dose mostly 115 µM), for the others: top-dose activity change, negative = inhibition, most hits filed as inhibitors. AID 493005, 2010. Fluorescence polarization, FITC-PTAP peptide / Tsg101 binding. 340,000 tested, under 10 active. Tumor susceptibility gene 101 protein (Homo sapiens), Q99816; active = well fitted inhibition curve with a large enough effect in the main read-out, with a control signal flat, not every such curve was filed as active; inconclusive = small, poorly fitted or top-dose-only effect, or effect the other way, or a change in a side signal; inactive = no such curve, though single readings can be large or run the other way; note: potency is the fitted concentration of half-maximal effect; % of control where 0% means no effect
# Target sequence (Q99816 whole entry, looked up): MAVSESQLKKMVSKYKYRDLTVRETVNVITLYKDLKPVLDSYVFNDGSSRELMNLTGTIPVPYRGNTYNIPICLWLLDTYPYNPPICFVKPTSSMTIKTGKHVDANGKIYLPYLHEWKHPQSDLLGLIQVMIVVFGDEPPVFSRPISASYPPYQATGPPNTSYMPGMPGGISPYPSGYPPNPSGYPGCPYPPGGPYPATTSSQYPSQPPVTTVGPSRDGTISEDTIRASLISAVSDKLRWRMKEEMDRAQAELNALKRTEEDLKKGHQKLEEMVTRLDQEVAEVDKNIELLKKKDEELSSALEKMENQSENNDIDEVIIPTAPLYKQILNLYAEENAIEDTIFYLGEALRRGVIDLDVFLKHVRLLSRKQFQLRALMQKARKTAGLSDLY
#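 FP read-out: FITC-PTAP peptide, 50 nM final, binding Tsg101 binding domain, 10 uM final; 20 min, r.t.; 10 mM HEPES pH 7.5, 0.15 M NaCl, 0.01% Tween 20, 3 mM EDTA, 0.1 mM TCEP.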
# Coupling enz – qHTS Assay for Inhibitors of Fructose-1,6-bisphosphate Aldolase from Giardia Lamblia: Coupling assay counterscreen. actives 0.67% (n = 290,000). coupling enzyme system counterscreen, AmpLite Red fluorescence. AID 2472, 2010. activity change, negative = inhibition, % at 58.2 µM, hits read low; in the data active = activity change below about -30%; note: % is set by controls: 0 for no effect and ±100 for the full control effect
#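 Activity here indicates interference with the coupling reaction, not aldolase inhibition. Compounds at 57.5 uM final met coupling enzymes for 10 min at RT; substrate and AmpLite Red detection followed, with a 525/598 nm fluorescence read after 20 min.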
# Giardia kill – Small Molecules that selectively kill Giardia lamblia: qHTS | Giardia lamblia trophozoite viability | activity change, % at 7.66 µM, hits read low | actives 0.15% (n = 340,000); in the data active = activity change below about -80%; inconclusive = between about -30% and that limit;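 note: parasites exposed to compound for two days anaerobically before the ATP read; % is set by controls: 0 for no effect and ±100 for the full control effect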
#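 Giardia trophozoites, 100 cells per well, were exposed to compounds for 48 hrs at 37 deg C under anaerobic conditions; viability was then read as ATP content by bioluminescence after 15-30 min at room temperature.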
# Menin-MLL TR inh – qHTS Assay for Inhibitors Targeting the Menin-MLL Interaction in MLL Related Leukemias: Competition With Texas Red Labeled MLL-derived Mutant Peptide; AID 1768, 2009; actives 0.23% (n = 270,000); Potency, µM (doses to about 61.6 µM), for the others: top-dose FP activity change, negative = inhibition, hits mostly inhibitors; O00255; Menin + Texas Red MLL mutant peptide, fluorescence polarization; active = well fitted inhibition curve with a large enough effect in the polarisation, with a control signal flat, not every such curve was filed as active; inconclusive = small, poorly fitted or top-dose-only effect, or effect the other way, or a change in a side signal; inactive = no such curve, though single readings can be large or run the other way; the % refers to the polarisation; note: potency is the fitted concentration of half-maximal effect; % of control where 0% means no effect; many of its hits are not listed in these tables
# Target sequence (O00255 whole entry, looked up): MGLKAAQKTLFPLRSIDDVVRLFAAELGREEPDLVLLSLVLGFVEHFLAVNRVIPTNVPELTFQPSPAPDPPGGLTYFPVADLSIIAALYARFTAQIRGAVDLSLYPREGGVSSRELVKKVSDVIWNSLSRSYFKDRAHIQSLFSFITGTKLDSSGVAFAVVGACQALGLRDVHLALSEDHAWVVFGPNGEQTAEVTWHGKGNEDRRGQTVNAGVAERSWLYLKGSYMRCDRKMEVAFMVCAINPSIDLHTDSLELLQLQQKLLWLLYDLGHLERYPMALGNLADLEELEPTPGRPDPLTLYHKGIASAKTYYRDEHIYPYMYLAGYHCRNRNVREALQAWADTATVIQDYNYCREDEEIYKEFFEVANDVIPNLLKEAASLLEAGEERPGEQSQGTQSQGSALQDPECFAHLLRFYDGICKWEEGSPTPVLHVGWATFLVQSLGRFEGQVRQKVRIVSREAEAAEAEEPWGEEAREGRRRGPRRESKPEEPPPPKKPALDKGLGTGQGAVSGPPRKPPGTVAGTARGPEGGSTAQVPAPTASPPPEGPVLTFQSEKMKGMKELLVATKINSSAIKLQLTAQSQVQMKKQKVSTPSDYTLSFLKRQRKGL
# S-ASM inh – Inhibitors of Secretory Acid Sphingomyelinase (S-ASM): qHTS. Sphingomyelin phosphodiesterase (Homo sapiens), P17405. placental ASM, HMU-PC fluorogenic substrate, 60 min. Potency, µM (top dose mostly 57.5 µM), without a hit: at the highest dose activity change, negative = inhibition, hits mostly inhibitors. actives 0.006% (n = 340,000); note: potency is the fitted concentration of half-maximal effect
#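 Human placenta-derived ASM preincubated with compound 10 min at room temperature, then reacted with 9 uM (final) fluorogenic HMU-PC substrate for 60 min at 37 C. Stop solution raises pH to 10; fluorescence read at Ex 386/Em 447 nm.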
# a7 integrin act – qHTS for Activators of Integrin-Mediated Alleviation for Muscular Dystrophy | alpha7betagal myoblasts, beta-gal FDG fluorescence, 48 h | Potency, µM (highest dose often 38.3 µM), for the others: top-dose activation, most hits filed as activators | actives 0.064% (n = 350,000);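 note: potency is the fitted concentration of half-maximal effect; 100% = response of the positive control SU9516; nearly all actives have a fitted effect of over 60% in size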
#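 alpha7betagal+/- myoblasts (passage 13, 250/well) treated 48 h at 37C with compounds at 1:260 dilution of DMSO stock. Lysed, then beta-galactosidase activity read as FDG fluorescence (ex 480/em 540) after 30 min, with pre-read for autofluorescence.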
# * marks the source's active call; other numbers are inactive results; ? = inconclusive; / = not tested or not shown; [ ] = dose if it differs, or a comment. Unless noted, calls come from the whole dose curve; as a rule, active = well fitted curve in the direction sought with a large enough effect; inconclusive = small, poorly fitted or top-dose-only effect, or another doubt; inactive = no such curve, though single readings can be large; an effect the other way counts as inactive or inconclusive. An excerpt; rates above refer to the full screens.
SMILES,PKM2 activator,GALK inhibitor,Chronic BCR inh,B2AR arrestin,Tb PFK inh,PTAP TSG101 blk,Coupling enz,Giardia kill,Menin-MLL TR inh,S-ASM inh,a7 integrin act
CC1CCN(S(=O)(=O)c2ccc(NC(=O)C3CC(=O)N(c4ccccc4)C3)cc2)CC1 (centres undefined),6%,12%,0%,-0.3%,-1%,4%,-1,-9,13%,-4%,-63%[inhibitor]
COc1ccccc1CNC(=O)CC1C(=O)NCCN1C1Cc2ccccc2C1 (centres undefined),/,-1%,-4%,-0.1%,-2%,-4%,/,1,/,0%,-38%
COc1ccc(-c2cc(C(F)(F)F)nc(SCC(=O)NCc3cnn(C)c3C)n2)cc1OC,-3%,/,0%,-0.7%,-5%,-4%,1,-11,-11%,398%[activator],-16%
O=C(NCC1CCCCC1)c1ccc(Br)o1,0%,4%,2%,-0.1%,-2%,-2%,2,-10,-12%,3%,0%
CCCCN(Cc1nc2ccccc2c(=O)[nH]1)C(=O)COc1ccc(F)cc1Cl,/,/,0%,-0.4%,5%,2%,/,8,/,-1%,-33%
COc1cccc(Nc2nn3c(=O)c4ccccc4nc3s2)c1,/,/,?,-0.6%,1%,0%,/,-27,/,4%,/
O=S(=O)(NCCc1ccccc1)c1cccs1,-5%,0%,0%,-0.6%,-9%,-4%,1,-13,22%,4%,21%
COc1cc(C2C(C(=O)c3ccc(C)o3)=C(O)C(=O)N2CCN2CCOCC2)ccc1OCCC(C)C (centres undefined),-1%,-6%,0%,4.9%,2%,-5%,-14,11,?,-1%,-1%
CCCCNC(=O)C(=O)c1ccccc1NC(C)=O,-3%,0%,0%,0.0%,-2%,-1%,-1,-1,13%,2%,-2%
O=[N+]([O-])c1cc(S(=O)(=O)N2CCCC2)ccc1NN=C1CCCCC1,6%,1%,1%,-0.1%,0%,0%,-1,-5,5%,1%,36%
COc1cc(-c2cc(-c3ccccc3)nc(SCC(=O)Nc3nccs3)c2C#N)cc(OC)c1OC,-3%,-4%,2%,-0.4%,1%,5%,/,12,1%,-14%,7%
CCOc1ccccc1C(C(=O)NC1CCCCC1)N(C(=O)c1csnn1)C1CC1 (centres undefined),-1%,1%,-25%,-0.1%,0%,-3%,0,-8,3%,4%,-23%
COc1cccc(N2CCN(CC(=O)c3c(C)[nH]c4ccccc34)CC2)c1,-3%,-3%,?,0.2%,-1%,-4%,3,8,4%,-1%,-14%
COc1ccc(N2CC(C(=O)Nc3ccc4c(c3)OCO4)CC2=O)cc1 (centres undefined),-1%,-5%,2%,0.1%,-3%,-2%,0,1,16%,-3%,-4%
COc1cccc(C(=O)Nc2nc3ccccc3s2)c1,-8%,0%,?,0.0%,0%,1%,0,3,38%[activator],-3%,0%
OC(COc1ccccc1)CSc1ncn[nH]1 (centres undefined),-2%,-2%,1%,-0.3%,7%,-2%,1,5,26%,4%,-7%
COC(=O)c1ccc(NC(=S)N2CCN(Cc3ccc(Cl)cc3)CC2)cc1,-1%,/,7%,0.1%,-8%,-1%,0,1,20%,-4%,-19%
COC(=O)c1c(NC(=O)C2C3CCC(C3)C2C(=O)O)sc2c1CCCCC2 (centres undefined),4%,4%,?,0.0%,-1%,0%,16,27,7%,-5%,12%
CCCCCCCC1CC(CSC(=N)N)OC1=O (centres undefined),0%,-2%,?,0.1%,1%,-10%,-3,-6,/,-2%,17%
Cc1ccc(CN2CCSc3ccc(C(=O)NC4CCN(Cc5ccccc5)CC4)cc32)cc1,-1%,0%,-1%,0.1%,0%,-5%,-2,-7,?,227%[activator],-39%
COc1ccc(CCNC(=O)COc2ccc3c(c2)OCO3)cc1,/,/,2%,-0.3%,7%,-10%,/,1,/,-2%,-12%
CC(=O)Nc1ccc(SCCN2CC[C@@H](C(C)(C)C)CCC2=O)cc1,/,/,3%,0.1%,-6%,-2%,/,17,/,-1%,-23%
Cc1ccc(CNC(=O)CS(=O)Cc2nc(-c3ccccc3C)oc2C)cc1 (centres undefined),5%,1%,-1%,-1.1%,2%,-1%,4,-12,0%,6%,-22%
C/C(=N\NC(=O)C1CC1)c1ccc(OC(F)F)cc1,/,0%,1%,-0.5%,1%,0%,-3,?,14%,-2%,17%
Cc1ccsc1/C=N/Nc1nc2ccccc2s1,-5%,-1%,?,-0.2%,1%,2%,-7,-8,?,32%,6%
Cc1ccc(CNC(=O)CCS(=O)(=O)c2cc3c(cc2Cl)NC(=O)CO3)o1,5%,/,5%,9.4%,6%,-1%,2,10,4%,0%,-20%
CC1CN(CC(O)COC2CCC(C(C)(C)C)CC2)CC(C)O1 (centres undefined),1%,1%,6%,-0.8%,2%,-5%,3,2,?,-2%,-21%
CCCN(Cc1nnc(-c2ccccc2Cl)o1)C(=O)c1cc([N+](=O)[O-])cc([N+](=O)[O-])c1,-3%,0%,?,3.5%,-4%,0%,-1,-20,-27%,-3%,-46%[inhibitor]
COC(=O)CC(NC(=O)c1ccco1)c1ccc(C(C)C)cc1 (centres undefined),1%,3%,4%,0.3%,-1%,-8%,2,-10,7%,-1%,4%
COCCNC(=O)c1cc(-c2ccccn2)nc2ccc(S(=O)(=O)N3CCC(C)CC3)cc12,/,-6%,-1%,0.2%,1%,-2%,/,32[activator],/,6%,?

# Part of the list above, with values under each structure:
# Order of results: PKM2 activator | GALK inhibitor | Chronic BCR inh | B2AR arrestin | Tb PFK inh | PTAP TSG101 blk | Coupling enz | Giardia kill | Menin-MLL TR inh | S-ASM inh | a7 integrin act
> CCOc1ccccc1C(C(=O)NC1CCCCC1)N(C(=O)c1csnn1)C1CC1 (centres undefined)
→ -1% | 1% | -25% | -0.1% | 0% | -3% | 0 | -8 | 3% | 4% | -23%
> CCCCNC(=O)C(=O)c1ccccc1NC(C)=O
→ -3% | 0% | 0% | 0.0% | -2% | -1% | -1 | -1 | 13% | 2% | -2%

# New compounds follow
SMILES,PKM2 activator,GALK inhibitor,Chronic BCR inh,B2AR arrestin,Tb PFK inh,PTAP TSG101 blk,Coupling enz,Giardia kill,Menin-MLL TR inh,S-ASM inh,a7 integrin act
C[N+]1(CCNC(=O)/C=N/O)CCCCC1,8%,-2%,5%,-1.2%,2%,-3%,1,0,/,8%,14%
Cc1nnc(SCc2nc3sc4c(c3c(=O)[nH]2)CCCC4)n(N)c1=O,?,/,-3%,0.0%,-4%,-3%,0,-1,/,0%,-23%
COc1ccc(NC(=O)COC(=O)c2ccc(-n3cnnn3)cc2)cc1Cl,/,/,?,-0.2%,-17%,-1%,/,-12,/,2%,-2%
C=CCN=C1SCC(=O)N1S(=O)(=O)c1ccccc1,21%,-2%,0%,-0.5%,-1%,-4%,0,0,0%,-2%,-26%
CC(C)(C)Nc1nc(Cl)nc(NCCN2CCOCC2)n1,0%,0%,2%,-0.9%,-6%,-3%,1,4,/,-2%,4%
Cc1cccc(N2CCN(S(=O)(=O)c3cccs3)CC2)c1C,/,0%,0%,-0.2%,0%,0%,-1,?,/,-6%,-19%
COc1ccc(-c2nc(CN3CCN(c4ncnc5ccccc45)CC3)c(C)o2)c(OC)c1,1%,-1%,?,-0.7%,3%,-1%,-1,3,-22%,-2%,-30%
C=CCNC(=S)N1CCOCC1,1%,-1%,4%,-0.3%,-4%,-1%,4,2,2%,2%,-19%
COc1ccccc1CN1C(=O)CCC1(C)C(=O)NC1CCCCCC1 (centres undefined),10%,0%,1%,0.2%,-12%,-4%,0,7,-28%,1%,1%
COc1ccc(NC(=O)CSc2ccccn2)cc1OC,-2%,-1%,/,/,/,-4%,-2,35[activator],21%,2%,-7%
